# Compound activity deposited in PubChem BioAssay by several laboratories.
# KCNQ2 inh: KCNQ2 channel blockers in CHO-K1 cells – cell-based, FluxOR thallium flux, B-score, primary screen (AID 2156) | O88943 | 20 min; active compounds read low | B-score at 10 µM | 310,000 tested, 1.1% active;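 active means fluorescence ratio B-score at most minus 3 library SDs, with starting brightness B-score within 2 library SDs, cut at about -5.5 in these data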
# STK33 kinase inh: inhibitors of human STK33 kinase. purified STK33, MBP phosphorylation, ADP-Glo luminescence. 320,000 tested, 0.073% active. AID 2661. inhibition, % at 10 µM. Q9BYT3;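 active means inhibition at or above 25%, using the most active replicate where run in duplicate; inactive means inhibition below 25%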
# Target sequence (Q9BYT3 whole entry, looked up): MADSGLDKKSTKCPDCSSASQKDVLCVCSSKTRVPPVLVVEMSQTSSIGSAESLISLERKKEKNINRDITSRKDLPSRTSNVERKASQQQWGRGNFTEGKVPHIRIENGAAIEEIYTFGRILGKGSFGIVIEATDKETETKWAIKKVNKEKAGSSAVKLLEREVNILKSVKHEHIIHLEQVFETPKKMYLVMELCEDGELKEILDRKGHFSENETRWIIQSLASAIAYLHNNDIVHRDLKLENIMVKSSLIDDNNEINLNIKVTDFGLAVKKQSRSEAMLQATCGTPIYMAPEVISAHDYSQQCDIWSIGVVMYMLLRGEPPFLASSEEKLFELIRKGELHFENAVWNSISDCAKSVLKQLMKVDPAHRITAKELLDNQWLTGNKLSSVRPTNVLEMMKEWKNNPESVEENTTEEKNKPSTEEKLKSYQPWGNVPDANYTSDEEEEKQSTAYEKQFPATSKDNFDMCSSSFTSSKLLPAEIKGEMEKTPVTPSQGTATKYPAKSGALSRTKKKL
# OX1R FRET antag: blocks the human orexin 1 receptor; O43613; OX1R-expressing cells, FRET antagonist read-out; inhibition, % at 6.6 µM; 330,000 tested, 1.8% active; AID 485270; in the data active means inhibition mostly above about 38%, no sharp cut-off; inactive means mostly below about 40%;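 further: 0% = agonist challenge alone and 100% = reference antagonist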
# Target sequence (O43613 whole entry, looked up): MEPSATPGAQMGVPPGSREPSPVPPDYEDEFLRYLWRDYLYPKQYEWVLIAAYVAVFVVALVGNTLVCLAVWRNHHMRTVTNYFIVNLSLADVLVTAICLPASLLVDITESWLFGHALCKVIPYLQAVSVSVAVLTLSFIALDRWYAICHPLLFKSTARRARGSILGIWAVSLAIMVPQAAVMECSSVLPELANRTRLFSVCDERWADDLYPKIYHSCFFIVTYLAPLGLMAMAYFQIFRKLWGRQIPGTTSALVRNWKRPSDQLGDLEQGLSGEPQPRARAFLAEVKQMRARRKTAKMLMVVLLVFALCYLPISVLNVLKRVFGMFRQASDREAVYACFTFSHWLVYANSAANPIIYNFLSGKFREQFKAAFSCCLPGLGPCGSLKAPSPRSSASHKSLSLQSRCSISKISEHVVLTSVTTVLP
# * hit, by the source's call; i = inactive; . = no result given.
SMILES,KCNQ2 inh,STK33 kinase inh,OX1R FRET antag
C=CCNC(=S)N1CCN(c2ncc3c(=O)c(C(=O)O)cn(CC)c3n2)CC1,i,-0.4,12
COc1cc(-c2cc(C(=O)Nc3ccc(S(N)(=O)=O)cc3)c3ccccc3n2)cc(OC)c1OC,i,-1.5,9
CC(C)(C)OC(=O)CC[C@@H](C(=O)N1CCN(C(=O)OC(C)(C)C)CC1)n1cc(C(Cc2ccc(O)cc2)NC(=O)OC(C)(C)C)nn1 (stereo not given in full),i,-0.2,16
CCCn1c(SCC(=O)NCc2ccc(C)cc2)n[nH]c1=O,i,0.5,8
FC(F)(F)c1cccc(Cc2noc(CN3CCCC(OCc4ccccn4)C3)n2)c1 (stereo not given),i,0.4,12
CCOc1ccc(NC(=O)COn2nnc3ccc(S(=O)(=O)N4CCOCC4)cc32)cc1,i,0.4,6
COc1ccc(-n2ccnc(SCC(=O)NC3CCCC3)c2=O)cc1OC,i,.,48
CCCn1c(=O)[nH]c2ccccc21,i,1.1,12
Cn1c(SCc2nc3ccccc3c(=O)[nH]2)nnc1-c1ccco1,i,1.4,10
CN(c1ccccc1)S(=O)(=O)c1cccc(NC(=O)CSc2nccc(=O)[nH]2)c1,.,5.2,7
CC1CCCCN1C(=O)CSc1nnc2ccccn12 (stereo not given),.,-0.5,2
CCN(CC)c1ccc(/C=C2/C(=O)N(c3ccc([N+](=O)[O-])cc3)N=C2N2CCOCC2)cc1,i,0.3,22
CCCOc1ccc(N2C(=O)CC(N(O)c3ccccc3)C2=O)cc1 (stereo not given),i,0.2,22
O=c1sc2ccccc2c(=O)n1Cc1ccccc1F,i,-0.5,10
CCC1(c2ccc(F)cc2)NC(=O)N(CC(=O)NCc2ccc(F)cc2)C1=O (stereo not given),i,-0.8,6
CCC(=O)Nc1ccc(Cl)c(-c2nc3ncccc3o2)c1,i,1.2,38
CCN(CC)c1ccc(/C=N/N2C(=O)c3ccccc3C2=O)cc1,i,0.7,17
Cc1ccc(C(=O)NCC(=O)NCCc2ccc(S(N)(=O)=O)cc2)s1,i,-1.9,6
COc1cccc(NC(=O)CN(C)C(=O)COc2ccccc2Cc2ccccc2)c1,.,-1.3,21
CN(C)CCSc1nc(O)c(-c2ccccc2)c(=O)n1-c1ccccc1,i,-0.6,0
Cc1ccc(S(=O)(=O)N2CCN(C(=O)c3n[nH]c(=O)c4ccccc34)CC2)cc1,i,-2.0,24
Cc1cc(C)nc(SCC(=O)OCC(=O)Nc2ccccc2)n1,i,-1.2,6
C/C(=N\NC(=O)CSc1nc2ccccc2s1)c1cccnc1,i,-0.2,10
Cc1cc(C)cc(S(=O)(=O)c2cn(C)c3cc(N4CCN(C)CC4)c(F)cc3c2=O)c1,i,1.1,10
COc1ccc(NC(=O)COC(=O)C23CCC(=O)N2c2ccccc2S3)cc1 (stereo not given),i,-2.1,9

# (continued)
SMILES,KCNQ2 inh,STK33 kinase inh,OX1R FRET antag
O=C(CNc1cccc(F)c1)N1CCc2ccccc2C1,i,-1.3,10
COc1ccccc1NS(=O)(=O)c1cc(NC(=O)CCNC(C)=O)ccc1N1CCCCC1,i,-1.7,15
CN(C(=O)CSc1nnc(-c2ccc(Cl)cc2)n1C)C1CCS(=O)(=O)C1 (stereo not given),.,-0.3,1
COCCCN1CC23C=CC(O2)C(C(=O)OC)C3C1=O (stereo not given),i,-1.0,12
O=C1c2ccccc2-c2nnc(-c3ccccc3)cc21,i,1.3,16
CCCNC(=O)COC(=O)c1cc(SC)ccc1Cl,i,-0.8,23
Cn1c(CNC(=O)CNC(=O)c2cccc(F)c2)cc(=O)n(C)c1=O,i,-0.6,2
CC[C@@]1(C(=O)OC)N[C@H](CN(C)C(=O)Nc2ccccc2)[C@@H]2C(=O)N(C)C(=O)[C@@H]21,.,-0.2,-2
CCc1ccc2nc(NC(=O)c3cc(C)on3)sc2c1,i,2.1,21
CCOC(=O)N1CCN(C(=O)c2ccc(CS(=O)c3ccccc3)o2)CC1 (stereo not given),i,-1.9,7
CCCOc1ccc(Cn2c(=O)oc3ccc(C)cc32)cc1,i,-0.4,8
Cc1ccccc1NC(=S)NC(NC(=O)C(C)(C)C)C(Cl)(Cl)Cl (stereo not given),i,-1.7,8
O=C(Nc1ccc(OCC(=O)N2CCN(S(=O)(=O)c3ccccc3)CC2)cc1)c1ccco1,i,-0.5,10
COCCCn1c(C)nnc1SCC(=O)Nc1ccc(C(C)=O)cc1,i,-1.6,14
COc1ccc2oc(-c3ccc(C)c(NC(=O)c4ccc(N5CCOCC5)c([N+](=O)[O-])c4)c3)nc2c1,i,1.6,5
Cc1ccc(-c2nnc(SCC(=O)NC3CCCc4ccccc43)n2N)cc1 (stereo not given),i,1.0,33
O=C(Nc1ccc(N2CCOCC2)cc1)c1ccc2ncsc2c1,.,-0.4,6
COc1ccc(C(=O)NCCS(=O)(=O)N2CCCC2)cc1,i,-1.6,14
CCOC(=O)C1(CCOC)CCN(Cc2ccncc2)CC1,i,-1.0,8
S=C(NC1CCCCC1)N1CCN(c2ncccn2)CC1,i,-1.2,13
O=C(N/C(=C\c1ccc(Cl)cc1)C(=O)N1CCCCC1)c1ccco1,i,0.7,29
NS(=O)(=O)c1ccc(CNC(=O)/C=C/c2ccccc2)cc1,i,-1.0,15
COC(CNC(=O)[C@H](CSCc1ccccc1)N1Cc2ccccc2C1=O)OC,i,-0.4,23
O=C(CCN1C(=O)/C(=C\c2ccccc2F)SC1=S)Nc1ccc(C(=O)O)c(O)c1,i,1.6,23
O=C(CCC(=O)N1CCCCC1)Nc1nnc(C2CCCCC2)s1,i,0.4,11

# Next part.
SMILES,KCNQ2 inh,STK33 kinase inh,OX1R FRET antag
CCOC(=O)C1(Cc2ccccc2C)CCCN(C(=O)c2cc(CC)nn2C)C1 (stereo not given),i,0.0,9
CCn1c(SCc2cccc(F)c2)nnc1-c1ccncc1,i,0.3,.
COc1ccc(NC(=O)COC(=O)Cn2c(C)nc3ccccc32)cc1OC,i,-3.1,18
O=C(NC(=S)N1CCN(c2ccc(C(F)(F)F)cc2[N+](=O)[O-])CC1)c1cccs1,i,-0.2,4
CNc1nc(-c2ccc(S(=O)(=O)N3CCCCC3)cc2)cs1,.,4.7,4
O=C(NNS(=O)(=O)c1ccc([N+](=O)[O-])cc1)C(=O)Nc1cccc(C(=O)O)c1,i,0.9,33
COC(=O)COc1ccc(S(=O)(=O)NCc2ccc3c(c2)OCO3)cc1C,i,-1.1,17
CCN(CC)S(=O)(=O)c1ccc(Cl)c(NC(C)=O)c1,i,-0.2,16
O=C(O)c1ccc(OCCN2CCCC2=O)cc1,i,-0.2,22
C=CCn1c(SCC(=O)CC(=O)OCC)nc2cc(C(=O)N3CCC(C(N)=O)CC3)ccc2c1=O,i,-0.2,7
COc1cccc(Cn2c(Oc3ccccc3)nc3c2c(=O)n(C)c(=O)n3C)c1,i,-1.5,19
CSc1ccc(C(=O)C2CCCN(C(=O)c3nn(C)c(=O)c4ccccc34)C2)cc1 (stereo not given),i,-2.9,24
CC(C(=O)Nc1ccccc1C(=O)N1CCCC1)n1nnc2ccccc21 (stereo not given),i,0.4,6
Cc1ccc(N2C(=O)N(CC(=O)N(C)Cc3ccccc3)C(=O)C2C)cc1 (stereo not given),i,-0.2,4
COc1cccc(CNC(=O)C(C)n2ccc3cc(S(=O)(=O)N4CCCCCC4)ccc32)c1 (stereo not given),i,-0.8,12
Cc1csc(NC(=O)CSc2nc(=O)n(CCN(C)C)c3c2CCCC3)n1,i,-1.1,25
COCCNC(=O)/C(C#N)=C1\N=C(NC(=O)c2cccs2)c2ccccc21,i,0.0,42*
CCOC(=O)NN1C(=O)c2ccccc2NC1c1cccs1 (stereo not given),i,-0.5,2
CCOc1ccc(CN2CCCN(C)CC2)cc1,i,6.3,-8
Cc1csc(SC(C)C(=O)NCc2ccc3c(c2)OCO3)n1 (stereo not given),i,-1.9,26
O=C(CCl)Nc1cccc(S(=O)(=O)N2CCCCCC2)c1,i,0.7,14
Cc1cccc[n+]1CC(=O)c1ccc(NC(=O)c2ccccc2)cc1,i,0.4,15
CC1=C(C)CC(C(=O)NCCc2ccc(F)cc2)C(C(=O)O)C1 (stereo not given),i,-2.7,12
COC(=O)CCc1n[nH]c(=O)[nH]c1=O,i,-2.6,9
O=C(/C=C/c1ccccc1O)c1ccco1,i,1.8,5

# At a glance, some entries already given:
SMILES,KCNQ2 inh,STK33 kinase inh,OX1R FRET antag
CCOC(=O)C1(Cc2ccccc2C)CCCN(C(=O)c2cc(CC)nn2C)C1 (stereo not given),i,0.0,9
CCn1c(SCc2cccc(F)c2)nnc1-c1ccncc1,i,0.3,.
COc1ccc(NC(=O)COC(=O)Cn2c(C)nc3ccccc32)cc1OC,i,-3.1,18
O=C(NC(=S)N1CCN(c2ccc(C(F)(F)F)cc2[N+](=O)[O-])CC1)c1cccs1,i,-0.2,4
CNc1nc(-c2ccc(S(=O)(=O)N3CCCCC3)cc2)cs1,.,4.7,4
O=C(NNS(=O)(=O)c1ccc([N+](=O)[O-])cc1)C(=O)Nc1cccc(C(=O)O)c1,i,0.9,33
COC(=O)COc1ccc(S(=O)(=O)NCc2ccc3c(c2)OCO3)cc1C,i,-1.1,17
CCN(CC)S(=O)(=O)c1ccc(Cl)c(NC(C)=O)c1,i,-0.2,16
O=C(O)c1ccc(OCCN2CCCC2=O)cc1,i,-0.2,22
C=CCn1c(SCC(=O)CC(=O)OCC)nc2cc(C(=O)N3CCC(C(N)=O)CC3)ccc2c1=O,i,-0.2,7
COc1cccc(Cn2c(Oc3ccccc3)nc3c2c(=O)n(C)c(=O)n3C)c1,i,-1.5,19
CSc1ccc(C(=O)C2CCCN(C(=O)c3nn(C)c(=O)c4ccccc34)C2)cc1 (stereo not given),i,-2.9,24
CC(C(=O)Nc1ccccc1C(=O)N1CCCC1)n1nnc2ccccc21 (stereo not given),i,0.4,6

# More records
SMILES,KCNQ2 inh,STK33 kinase inh,OX1R FRET antag
COc1cc(/C=N/NC(=O)C(Cc2c[nH]c3ccccc23)NC(=O)OCc2ccccc2)cc([N+](=O)[O-])c1O (stereo not given),i,-0.3,19
C/C(=N/NC(=O)c1cc(C2CC2)[nH]n1)c1cccs1,i,20,15
COc1ccc(C(=O)NCC2COc3ccccc3O2)cc1S(=O)(=O)N1CCOCC1 (stereo not given),.,-1.1,7
CCc1ccccc1NC(=O)c1cc(-c2ccc(OC)cc2)on1,i,-0.2,-7
O=C(CNCC1CCCCC1)Nc1ccccc1N1CCCCC1,i,1.1,5
CC(C)C(OC(=O)/C=C/c1ccc2c(c1)OCO2)C(=O)NC(N)=O (stereo not given),i,-0.3,17
CCOC(=O)[C@@H]1[C@H]2COc3ccc(Br)cc3[C@@H]2N2C(=O)N(c3cccc(Cl)c3)C(=O)[C@]12C,i,-1.5,25
O=C(NCCOCC(F)(F)C(F)F)c1cc(F)c(F)cc1Cl,i,-0.1,10
O=C(O)c1ccccc1/C=N/NC(=O)c1cc(-c2ccco2)nc2ccccc12,i,0.0,26
CCN(CC)C(=O)c1ccccc1NC(=O)c1ccccc1SC,i,0.6,8
CC1(OC(=O)CCc2ccccc2)C(=O)C=C2C=C(c3ccc(C#N)cc3)N(C3CC3)C=C2C1=O (stereo not given),i,-0.7,30
CCOC(=O)C1=NOC(C(=O)NN(C)c2ncc(C(F)(F)F)cc2Cl)C1 (stereo not given),i,-2.1,15
COc1ccc(C(=O)COc2cccc(NC(=O)c3ccco3)c2)cc1,i,-0.7,15
CC(=O)Nc1cc(NC(C)=O)c2nc(N)sc2c1,i,-0.4,7
CCN(CC)CC(=O)N1c2ccccc2Oc2c(c(=O)n(C)c(=O)n2C)C1c1cccc([N+](=O)[O-])c1 (stereo not given),i,-1.0,7
COc1ccccc1-n1c(=S)sc2c(=O)n(Cc3ccco3)c(SC)nc21,-6.9*,-3.0,15
O=C(NS(=O)(=O)c1ccccc1)c1ccccc1,i,0.8,12
COc1cc(NC(=S)NCc2ccc(S(N)(=O)=O)cc2)cc(OC)c1,i,-5.6,9
CCOC(=O)CSc1nc2ccc(C)cc2cc1C#N,i,-0.8,22
COc1cccc(OC)c1C(=O)OCC(=O)/C(C#N)=C(\C)N,i,-1.0,11
COC(=O)c1cccc(Oc2cccc(Cl)n2)c1,i,1.2,15
Cc1c(C(=O)N2CCCCC2)c(S(=O)(=O)NCc2ccc(Cl)cc2)c(C)n1C,i,-0.1,9
O=C(CN1C(=O)c2ccccc2S1(=O)=O)c1ccc(Cl)cc1Cl,i,-0.3,4
CCOC(=O)/C=C/C(=O)OCC(=O)Nc1cccc(Br)c1,i,0.1,11
CCc1cccc(C)c1NC(=O)CSc1nc(-c2ccccc2F)nc2nc[nH]c12,i,-1.5,26

# (list continues)
SMILES,KCNQ2 inh,STK33 kinase inh,OX1R FRET antag
O=C(NN=C(c1ccccc1)c1ccccc1)C(CCl)C1CCCCC1 (stereo not given),.,-1.5,5
COc1ccc(C(O)P(=O)(O)CCc2ccccc2)cc1 (stereo not given),i,-0.6,15
CC(C)(C)[C@H]1COC(=O)CC/C=C\C[C@@H](CC(=O)N(CCO)Cc2ccccc2)C(=O)N1,.,-0.2,4
O=C(NC1CC2CCC1C2)C1COc2ccccc2O1 (stereo not given),i,-2.0,16
O=C(COC(=O)C1CCN(c2ccc(C(F)(F)F)cn2)CC1)Nc1cc(F)ccc1F,i,-1.2,20
O=C(O)c1ccccc1N1C(=O)c2cccc3cccc(c23)C1=O,i,-1.5,66*
COC(=O)c1cc(OC)c(OC)cc1NC(=O)Nc1ccc(OC)cc1OC,i,0.5,-1
CCCn1c(CN2CCN(C(=O)c3ccco3)CC2)nc2c1c(=O)n(C)c(=O)n2C,i,-1.4,2
O=C(COC(=O)Cn1ccc(=O)[nH]c1=O)Nc1ccc(F)cc1,.,8.7,14
Cc1ccc2c(c1)N(CC(=O)NCc1ccco1)C(=O)CO2,i,0.8,29
COC(=O)c1ccc(COc2cc([N+](=O)[O-])cc3cccnc23)o1,i,-0.4,31
